# FUS yeast rescue = qHTS for Suppressors of FUS Proteinopathy: Primary screen using FUS-linked yeast assay; S. cerevisiae FUS-expressing, growth rescue, OD600, 24 h; Potency, µM (series often up to 76.6 µM), for inactives: at the highest dose growth rescue (activation), hits mostly activators; hit rate 0.24% among 390,000; AID 1347120, 2019;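 also: potency is read from the fitted curve at half-maximal effect; plate controls were DMSO vehicle for no effect and reference control for full effect; nearly all actives have a fitted effect of over 55% in size; some results filed as inactive show a strong effect at the top dose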
#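 Absorbance at 600 nm, taken 24hr after compound addition, measured rescue of FUS-yeast growth at 30C. Induction used 2% galactose with seeding at OD 0.005. Controls: CP55940 from 92uM final, DMSO only.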
# WRN inhibitor = qHTS for Inhibitors of WRN Helicase. Bifunctional 3'-5' exonuclease/ATP-dependent helicase WRN (Homo sapiens), Q14191. WRN helicase unwinding, fluorescent forked duplex, kinetic. Potency, µM (series often up to 114 µM), without a hit: at the highest dose activity change, negative = inhibition, actives largely listed as inhibitors. hit rate 0.46% among 360,000; also: potency is read from the fitted curve at half-maximal effect; % is scaled to controls: 0 for no effect and ±100 for the full control effect; nearly all actives have a fitted effect of over 55% in size
#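 WRN at 20 nM final preincubated with compound 15 min at room temperature; reaction started with 100 nM fluorophore/quencher forked duplex oligonucleotide and 2 mM ATP final. Unwinding followed kinetically by red fluorescence (ex 525, em 598 nm).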
# PI5P4K alpha inh = qHTS for Inhibitors of phosphatidylinositol 5-phosphate 4-kinase (PI5P4K); Phosphatidylinositol 5-phosphate 4-kinase type-2 alpha (Homo sapiens), P48426; PI5P4Kalpha enzyme, ADP-Glo luminescence, 60 min; stronger effect = lower value; max response, %; hit rate 1.2% among 330,000; AID 652105, 2013; active = max response of -50% or lower; inconclusive = between -30% and -50%; inactive = -30% or higher; also: value at the top dose of about 77 µM; % is scaled to controls: 0 for no effect and ±100 for the full control effect
# Target sequence (P48426 whole entry, looked up): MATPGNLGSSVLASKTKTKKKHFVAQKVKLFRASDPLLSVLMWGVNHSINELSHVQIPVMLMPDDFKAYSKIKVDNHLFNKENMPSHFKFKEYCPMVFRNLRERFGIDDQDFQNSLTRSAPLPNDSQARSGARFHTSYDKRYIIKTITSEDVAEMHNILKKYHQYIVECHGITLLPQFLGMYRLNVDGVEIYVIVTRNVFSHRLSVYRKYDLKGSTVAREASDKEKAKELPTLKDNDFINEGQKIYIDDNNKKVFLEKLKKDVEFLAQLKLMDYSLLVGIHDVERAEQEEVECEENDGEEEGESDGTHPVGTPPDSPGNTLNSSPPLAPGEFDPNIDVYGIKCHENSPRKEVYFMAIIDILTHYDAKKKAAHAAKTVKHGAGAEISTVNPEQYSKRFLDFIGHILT
#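 ADP-Glo luminescence end-point read after a 60 min room-temperature kinase reaction of PI5P4Kalpha plus substrate, initiated with ATP at 5 microM final. Buffer: 0.038 M HEPES pH 7.4, EGTA, 0.1% CHAPS, 5% DMSO.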
# PLK1 PBD inh = qHTS for Inhibitors of PLK1-PDB (polo-like kinase 1 - polo-box domain): Primary Screen. Plk1 PBD binding of FITC phosphopeptide, fluorescence polarization. hit rate 2.8% among 360,000. Potency, µM, inactives show max response, negative = inhibition, hits mostly inhibitors; also: potency is read from the fitted curve at half-maximal effect; series mostly up to about 57 µM; % is scaled to controls: 0 for no effect and ±100 for the full control effect; nearly all actives have a fitted effect of over 65% in size
# Target sequence (P53350 whole entry, looked up, the tested form may be a part): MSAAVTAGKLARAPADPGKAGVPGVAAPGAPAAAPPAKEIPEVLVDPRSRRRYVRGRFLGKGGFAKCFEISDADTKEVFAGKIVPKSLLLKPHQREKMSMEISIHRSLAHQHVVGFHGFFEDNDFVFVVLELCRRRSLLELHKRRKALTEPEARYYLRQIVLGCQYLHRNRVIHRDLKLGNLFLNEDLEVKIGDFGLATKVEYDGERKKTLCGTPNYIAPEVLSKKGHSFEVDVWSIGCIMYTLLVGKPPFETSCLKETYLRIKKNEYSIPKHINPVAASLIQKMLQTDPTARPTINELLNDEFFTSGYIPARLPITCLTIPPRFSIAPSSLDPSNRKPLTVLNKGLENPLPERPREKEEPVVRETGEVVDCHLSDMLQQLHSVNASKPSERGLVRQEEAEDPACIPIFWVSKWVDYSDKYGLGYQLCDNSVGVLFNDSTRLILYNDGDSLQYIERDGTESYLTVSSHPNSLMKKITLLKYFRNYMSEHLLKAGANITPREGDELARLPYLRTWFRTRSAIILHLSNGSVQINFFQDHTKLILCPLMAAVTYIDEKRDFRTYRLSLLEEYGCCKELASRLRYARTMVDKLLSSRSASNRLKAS
# EPAC1 antagonist = qHTS for Antagonist of cAMP-regulated guanine nucleotide exchange factor 3 (EPAC1): primary screen | Rap guanine nucleotide exchange factor 3 (Homo sapiens), O95398 | EPAC1 GEF assay, Rap1b-BODIPY-GDP exchange fluorescence | Potency, µM (top dose mostly 115 µM), for the others: at the top dose activity change, negative = inhibition, hits mostly inhibitors | hit rate 0.14% among 360,000;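 also: potency is read from the fitted curve at half-maximal effect; plate controls were vehicle for no effect and positive control for full effect; nearly all actives have a fitted effect of over 50% in size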
# Abeta rescue = qHTS for compounds that reverse cellular toxicity of Amyloid beta (A-beta) peptide in yeast: Primary Screen; yeast expressing A-beta42, growth rescue, OD600, 48 h; response scale: 0% DMSO, 100% iron-clioquinol control; Potency, µM (titrated, usually from 46.1 µM), for inactives: at the top dose growth rescue, hits mostly activators; hit rate 0.063% among 410,000; AID 1347071, 2019; also: potency is read from the fitted curve at half-maximal effect; nearly all actives have a fitted effect of over 55% in size
#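 Yeast A-beta toxicity model in growth medium with pinned compounds, 48 h at 30 C; growth read as absorbance at 600 nm. Normalized to FeCl3/clioquinol equimolar mix (positive) and DMSO (negative).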
# IL2 activator = qHTS of IL-2 Activators; IL-2 activation reporter assay, cell-based qHTS; stimulated with anti-CD3/CD4/CD28 beads; in transgenic mouse T cells; activation, % (series mostly up to about 46 µM); hit rate 0.065% among 360,000; AID 652025, 2013; in the data active = activation above about 50%; inconclusive = mostly about 30% to 49%; also: 0% is about no effect
#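 Unstimulated transgenic mouse T cells preincubated 60 min with compound, then stimulated with anti-CD3/anti-CD4-coated beads plus anti-CD28 for 18 h at 37 degrees C. IL-2 response read as EGFP and DsRed fluorescence by plate cytometry.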
# EPAC1 ag = qHTS for Agonist of cAMP-regulated guanine nucleotide exchange factor 3 (EPAC1): primary screen; Rap guanine nucleotide exchange factor 3 (Homo sapiens), O95398; EPAC1 agonist qHTS, biochemical assay; response scale: 100% = response to 6.5 mM cAMP; Potency, µM (doses to about 154 µM), for the others: top-dose activation, most hits filed as activators; hit rate 0.073% among 360,000; also: potency is read from the fitted curve at half-maximal effect; nearly all actives have a fitted effect of over 60% in size
#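 Nucleotide exchange by EPAC1 (100 nM) on Rap1B–BODIPY-GDP (250 nM) in the presence of 50 uM GDP is tracked fluorescently at 480/540 nm over 30 min. Signals are normalized to a 6.5 mM cAMP control.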
# * marks the source's active call; other numbers are inactive results; ? = inconclusive; / = not tested or not shown; [ ] = remark or other dose. Unless noted, calls follow the shape of the dose curve; as a rule, active = well fitted curve in the direction sought with a large enough effect; inconclusive = small, poorly fitted or top-dose-only effect, or another doubt; inactive = no such curve, though single readings can be large; an effect the other way counts as inactive or inconclusive.
SMILES,FUS yeast rescue,WRN inhibitor,PI5P4K alpha inh,PLK1 PBD inh,EPAC1 antagonist,Abeta rescue,IL2 activator,EPAC1 ag
COc1ccc(-c2c(C#Cc3ccsc3)c3cc(-c4ccc(OC)nc4)ccc3n2C)cc1,-5%,2%,7,6%,-19%,8%,0.9,6%
COC(=O)C1(CO)NC(c2ccc(C)cc2)C2C(=O)N(c3ccccc3)C(=O)C21 (stereo unspecified),-4%,5%,-4,7%,7%,-3%,0.0,16%
Cc1cccc(OCC(=O)N(C)c2c(N)n(Cc3ccccc3)c(=O)[nH]c2=O)c1C,-6%,2%,1,-3%,10%,-26%,2.1,-3%
CCCCC(CC)C(=O)O (stereo unspecified),-8%,0%,-15,-4%,13%,-17%,0.1,6%
CC(=O)c1ccc(NC(=O)C(C)Sc2nnc3ccccn23)cc1 (stereo unspecified),/,-24%,1,-5%,-6%,-11%,-5.1,7%
O=C1OC[C@H]2CCCC[C@@H](CO)ON12,-9%,-2%,5,2%,-13%,-2%,1.0,-1%
CCN(CC)C(=O)C1CCCN(Cc2ccc(N(C)C)cc2)C1 (stereo unspecified),/,-5%,10,6%,15%,20%,-0.3,-1%
COc1ccc(C(=O)N2CCN(S(=O)(=O)c3ccccc3)CC2)c(OC)c1,5%,-4%,/,-2%,8%,8%,-2.1,0%
CNc1nnc(-c2ccco2)s1,4%,6%,4,2%,12%,-4%,-0.1,-10%
CCOc1ccc2nc(SC3CC(=O)N(c4cccc(OC)c4)C3=O)sc2c1 (stereo unspecified),/,-22%,17,-4%,-6%,0%,-0.7,6%
O=C(O)CCn1c(=O)c2ccccc2c2ccccc2c1=O,-3%,7%,11,-3%,14%,0%,-0.1,1%
Cn1c(=O)c2cc(NC(=S)NC3CC3)ccc2n1C/C=C/c1ccccc1,21%,-7%,-8,?,-1%,-7%,0.1,6%
CCC(C)NCC(=O)Nc1ccc(S(N)(=O)=O)cc1 (stereo unspecified),-4%,10%,1,1%,-9%,-6%,-0.8,0%
COc1cc(NC(=O)COC(=O)CO/N=C(\C)c2ccc3c(c2)OCO3)cc(OC)c1,22%,-7%,5,-2%,-13%,4%,0.7,14%
COc1ccc(C(=O)C2CCCN(C(=O)c3ccccc3C(C)=O)C2)cc1F (stereo unspecified),7%,-7%,8,-8%,5%,4%,-2.6,-2%
COc1ccc(C(=O)COC(=O)c2cc(=O)c3ccccc3o2)cc1,0%,0%,5,-11%,-32%,-14%,-0.4,5%
CCOc1ccccc1CN1CCNC(=O)C1CC(=O)N(C)CCc1ccccn1 (stereo unspecified),1%,8%,7,-6%,12%,0%,-3.1,10%
CCOC(=O)C1(C)CCCCN1C(=O)c1ccco1 (stereo unspecified),-16%,2%,-3,2%,-11%,13%,-0.3,0%
Cn1c(=O)oc2cc(S(=O)(=O)Nc3cccc(F)c3)ccc21,-20%,2%,2,-4%,-26%,-17%,-3.6,-5%
COc1cc2[nH]c(=S)nc(NCc3ccccc3)c2cc1OC,-8%,-11%,0,-8%,-5%,6%,-2.4,-4%

# Arranged by the number under PLK1 PBD inh (smallest number first): three of the compounds above.
Compound | PLK1 PBD inh
COc1cc2[nH]c(=S)nc(NCc3ccccc3)c2cc1OC | -8%
Cn1c(=O)oc2cc(S(=O)(=O)Nc3cccc(F)c3)ccc21 | -4%
CNc1nnc(-c2ccco2)s1 | 2%

# Continuation.
SMILES,FUS yeast rescue,WRN inhibitor,PI5P4K alpha inh,PLK1 PBD inh,EPAC1 antagonist,Abeta rescue,IL2 activator,EPAC1 ag
Cc1cccc(OCCNC(=O)c2cccc(Oc3ccc(C(F)(F)F)cc3[N+](=O)[O-])c2)c1,0%,-6%,-10,-12%,-11%,5%,-3.2,-10%
Cc1cccc(NC(=S)N=Nc2c(O)n(CN3CCOCC3)c3ccccc23)c1C,-9%,8%,-6,-3%,-7%,9%,-3.5,-9%
CC(C)CNc1nc(NC(C)(C)C)nc(Oc2ccc(=O)[nH]n2)n1,20%,7%,0,-4%,-6%,-21%,-0.5,-5%
CC(=O)NCCNC(=O)c1cc(-c2cccc3ccccc23)nc2ccccc12,6%,-10%,7,0%,9%,-7%,-3.3,8%
Cc1ccc(S(=O)(=O)N2CCN(C(=O)CSc3nnc(C)s3)C2)cc1,-1%,2%,-2,-6%,6%,8%,9.7,-15%
O=C(Nc1cccc(Oc2c(F)c(F)c(F)c(F)c2F)c1)N1C[C@@H]2C[C@@H](C1)c1cccc(=O)n1C2,13%,6%,6,-6%,-6%,-1%,1.1,-3%
Cc1cccc(N2CCN(C(=O)C3CCN(S(=O)(=O)c4cnc[nH]4)CC3)CC2)c1C,18%,2%,-5,3%,11%,12%,-0.2,0%
COc1cccc(C2C(C(=O)OC(C)C)=C(C)N=c3s/c(=C\c4ccc(C(=O)O)cc4)c(=O)n32)c1 (stereo unspecified),48%,-34%,-14,?,11%,-12%,-1.0,0%
CCC(=O)Nc1sc2c(c1C(=O)OC)CCN(Cc1ccccc1)C2,21%,-3%,3,3%,-2%,-2%,-2.8,1%
O=C1CC(c2ccco2)c2ccc3ccccc3c2N1 (stereo unspecified),-5%,-3%,-19,-5%,-4%,-8%,-0.2,-7%
Cc1cc(C(=O)Cn2nc(C(=O)O)c3ccccc3c2=O)c(C)n1-c1ccc(OC(F)F)cc1,?,3%,-1,4%,7%,3%,-0.1,0%
CCNC(=S)NNC(=O)c1ccccn1,/,-5%,-2,-4%,12%,-9%,-0.3,4%
O=C(c1cccc(S(=O)(=O)N2CCCC2)c1)N1CCOCC1,-9%,-6%,-6,-7%,7%,-5%,3.7,12%
Cc1ccc(S(=O)(=O)N2CCCC2CNC(=O)C(=O)NCc2ccc3c(c2)OCO3)cc1 (stereo unspecified),37%,5%,2,-2%,1%,-4%,-1.3,-2%
COc1cccc(CNc2ccc([N+](=O)[O-])cc2C)c1,2%,-3%,11,-7%,4%,0%,-0.8,6%
Cc1cc(NC(=O)CS(=O)(=O)c2cn(Cc3cccc(Br)c3)c3ccccc23)no1,-10%,-15%,-5,0%,0%,-15%,-1.0,-8%
CCOC(=O)c1c(C)[nH]c(C(=O)Nc2ccc(NC(C)=O)cc2)c1C,10%,-2%,-1,-4%,?,7%,-0.3,1%
CC(=O)Nc1cccc(C(=O)NN2C(=O)NC3(CCC(C)CC3)C2=O)c1 (stereo unspecified),2%,8%,1,4%,5%,-12%,2.4,-13%
Cc1ccc(F)cc1C(=O)N1CCCCC1c1cc(C(=O)Nc2ccccc2)no1 (stereo unspecified),18%,-2%,-5,2%,-18%,2%,0.2,4%
CCOc1ccc(CN(C)C(=O)CNC(=O)c2cc(OC)c(OC)c(OC)c2)cc1,-3%,6%,8,-9%,1%,-8%,-0.5,4%
COc1ccc(C(=O)Cn2c(=N)n(C)c3ccccc32)cc1,13%,4%,-5,1%,-22%,-3%,-3.5,-6%
COc1ccc(OCc2nc(N)nc(Nc3ccccc3)n2)cc1,20%,3%,3,-7%,-24%,7%,2.9,7%
CCOC(=O)NC(=O)/C(C=Nc1ccc(Cl)c(Cl)c1Cl)=C(\C)O,-33%,8%,-5,-13%,-14%,-12%,-0.1,4%
CN(C)c1nc(N)nc(N(c2ccccc2)c2ccccc2)n1,-1%,-10%,5,-6%,-10%,12%,4.0,-15%
Cc1nn(-c2ccccc2)c2sc(-c3n[nH]c(=S)o3)cc12,7.1µM*,?,/,?,?,-33%[inhibitor],-0.6,-3%
O=C(CN1C(=O)NC2(CCCCCC2)C1=O)NC1CC1,12%,-9%,3,?,-10%,-18%,-0.5,-4%
O=C(NNC(=O)c1ccccc1F)c1ccco1,9%,12%,1,-8%,3%,-2%,0.0,7%
Cc1cc(Br)cnc1NC(=S)Nc1ccc(F)cc1F,18%,-8%[57.1 µM],-1,-12%,-16%,?,-2.3,-16%
Cn1nc(C(F)(F)F)cc1Oc1ncc(C(F)(F)F)cc1Cl,-10%,10%,1,-12%,-1%,-20%,1.3,-6%
N#Cc1c(N)n(-c2ccc(N)cc2)c2nc3ccccc3nc12,23%,1%,-6,-11%,0%,1%,0.1,3%
O=[N+]([O-])c1ccc(C[n+]2ccccc2)cc1,-4%,2%,0,-6%,-7%,-7%,-4.6,-7%
Cc1ccc(N2CC(NS(=O)(=O)c3cccs3)CC2=O)cc1C (stereo unspecified),9%,-3%,5,-2%,13%,-3%,1.2,-4%
CCOc1ccc(C(=O)OCC(=O)NCC2CCCO2)cc1 (stereo unspecified),8%,1%,1,0%,20%,-2%,-0.4,1%
CCOC(=O)c1sc(NC(=O)C(CC)Sc2nc3ccccc3[nH]2)nc1C (stereo unspecified),-7%,-3%,-1,3%,8%,5%,-0.1,15%
Cn1c(=NC(=O)c2ccco2)sc2cccc(F)c21,-22%,-1%,1,-9%,5%,-1%,0.1,1%
CS(=O)(=O)c1ccc(Cl)c(NC(=O)C2CCCCN2S(=O)(=O)c2ccccc2)c1 (stereo unspecified),?,-12%,1,-13%,-7%,9%,-0.4,21%
CC(C(=O)Nc1ccc(Br)cc1)N(C)CC(=O)NCc1ccco1 (stereo unspecified),11%,5%,3,-2%,-2%,6%,-0.3,-3%
O=C(c1cc2cc(Br)ccc2o1)N1CCCCC1,13%,-1%,0,-19%,-4%,-9%,-3.3,0%
O=C(CSc1ccc(-c2ccc(F)cc2)nn1)NC1CCCCC1,-5%,-7%,-7,-6%,-23%,-9%,-0.5,6%

# Bioassay records (PubChem BioAssay)
